From PubChem
EP2 antag = blocks the human prostaglandin E2 receptor EP2. inhibition, % at 25 µM. 260,000 compounds, 0.52% hits. C6 glioma cells expressing human EP2, cAMP TR-FRET; cells stimulated with saturating PGE2. P43116;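 active = percent inhibition above 40 after rounding to a whole number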;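 also: rat C6 glioma host cells with rolipram phosphodiesterase inhibitor present; the protocol text gives 20 µM as final concentration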
Hck-Nef inh = human Hck-Nef kinase inhibition | Recombinant Hck-YEEI plus Nef, Z-Lyte FRET kinase assay | 220,000 compounds, 0.68% hits | P08631 | AID 463187 | inhibition, % at 20 µM;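 active = Hck-Nef kinase inhibition above about 50%, limit read from the data; inactive = inhibition below that limit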;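 also: 0% = DMSO with Hck plus Nef and 100% = Hck alone without Nef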
Target sequence (P08631 whole entry, looked up): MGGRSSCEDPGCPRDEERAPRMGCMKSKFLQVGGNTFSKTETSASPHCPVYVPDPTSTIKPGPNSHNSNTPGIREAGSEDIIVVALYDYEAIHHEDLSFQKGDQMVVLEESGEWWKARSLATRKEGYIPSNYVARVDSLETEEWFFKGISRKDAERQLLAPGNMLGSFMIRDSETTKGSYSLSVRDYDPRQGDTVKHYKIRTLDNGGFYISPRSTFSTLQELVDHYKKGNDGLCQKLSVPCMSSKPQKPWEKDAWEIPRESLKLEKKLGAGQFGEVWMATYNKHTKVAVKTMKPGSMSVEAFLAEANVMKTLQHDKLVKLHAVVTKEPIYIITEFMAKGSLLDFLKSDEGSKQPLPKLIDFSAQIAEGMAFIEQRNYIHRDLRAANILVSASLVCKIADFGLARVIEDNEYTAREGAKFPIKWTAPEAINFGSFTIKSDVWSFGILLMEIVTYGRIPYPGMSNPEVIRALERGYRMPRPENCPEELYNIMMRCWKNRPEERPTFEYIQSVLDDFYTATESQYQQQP
zVAD death inh = L929 zVAD cell death inhibition; L929 zVAD necroptosis rescue, ATP luminescence, 24 h; with zVAD 60 µM; viability rescue, % at 10 µM; 220,000 compounds, 0.38% hits; AID 1377;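 active = activation, scaled between plate controls, above about 75%, limit read from the data; inactive = activation under that limit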;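 also: 0% = zVAD with DMSO and 100% = DMSO alone without zVAD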
EP2 mod = modulators of human EP2 prostaglandin E2 receptor; P43116; EP2-expressing cells, cAMP HTRF FRET, PGE2 co-stimulation; induction, % at 25 µM; 260,000 compounds, 0.83% hits;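 active = compounds whose cAMP rise, as percent of the full-agonist control response, exceeds 60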;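 also: rat C6 glioma line stably carrying human EP2 under a CMV promoter; the protocol text gives 20 µM as final concentration; 100% = response of wells given 1 µM PGE2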
Calpain2 inh = blocks pig calpain II enzyme activity; purified calpain II, fluorogenic peptide substrate, 30 min; inhibition, % at 16 µM; 220,000 compounds, 0.37% hits; AID 1236;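 active = inhibition above about 50%, limit read from the data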
14-3-3 Bad PPI = disrupts binding of bovine 14-3-3 zeta to phospho-Bad peptide. P63103. TR-FRET 14-3-3zeta/Dy647-pBad peptide displacement, 1 h. inhibition, % at 21.7 µM. 220,000 compounds, 0.71% hits;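 active = inhibition above about 70%, limit read from the data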;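 also: 0% = full 14-3-3 plus peptide FRET controls and 100% = background without 14-3-3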
Target sequence (P63103 whole entry, looked up): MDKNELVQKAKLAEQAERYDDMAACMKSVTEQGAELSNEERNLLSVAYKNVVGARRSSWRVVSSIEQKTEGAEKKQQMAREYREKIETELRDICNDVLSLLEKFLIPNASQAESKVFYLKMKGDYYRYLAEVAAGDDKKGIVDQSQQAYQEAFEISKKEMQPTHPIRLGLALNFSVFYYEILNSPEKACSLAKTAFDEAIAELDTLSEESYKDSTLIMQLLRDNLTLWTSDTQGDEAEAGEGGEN
eIF4E 4G PPI = inhibitors of eIF4E and eIF4G interaction in translation initiation. TR-FRET eIF4E-eIF4GI(517-606) binding, 2 h. AID 782. P63073+Q04637. inhibition, % at 21.7 µM. 220,000 compounds, 0.37% hits;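 active = inhibition above about 30%, limit read from the data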;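 also: 0% = full FRET control wells and 100% = background wells lacking eIF4GI fragment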
Tb hexokinase = T. brucei hexokinase 1 inhibition | recombinant TbHK1, G6PDH-coupled NADH A340 | AID 1430 | inhibition, % at 10 µM | 220,000 compounds, 0.11% hits;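 active = inhibition of 50% or more in the single-dose primary screen; inactive = inhibition below 50%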
Rad51 HR inh = blocks human Rad51 in homologous recombination. AID 1385. hRad51 DNA strand exchange, fluorescence dequenching. 200,000 compounds, 0.085% hits. inhibition, % at 10 µM. Q06609;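 active = inhibition above 40% at the single screening dose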;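 also: 0% = DMSO control wells and 100% = blanks with heterologous ssDNA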
Target sequence (Q06609 whole entry, looked up): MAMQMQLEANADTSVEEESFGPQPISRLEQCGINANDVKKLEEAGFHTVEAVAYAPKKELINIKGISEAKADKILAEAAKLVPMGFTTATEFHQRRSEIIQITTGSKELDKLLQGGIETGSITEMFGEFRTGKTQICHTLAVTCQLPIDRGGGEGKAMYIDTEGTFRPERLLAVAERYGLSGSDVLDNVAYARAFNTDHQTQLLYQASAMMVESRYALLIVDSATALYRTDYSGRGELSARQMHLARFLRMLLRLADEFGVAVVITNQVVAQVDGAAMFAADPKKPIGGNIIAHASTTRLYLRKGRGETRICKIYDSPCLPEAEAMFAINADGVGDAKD
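Material: hRad51 filaments on single-stranded DNA; Reagent: Donor/quencher-labelled 47-bp dsDNA substrate; Compound: 10 µM final, single point; Schedule: 37 °C 15-min filament assembly, 30-min compound preincubation, 15-min exchange; Technique: FRET fluorescence, excitation 485 nm, emission 520 nm; Benchmarks: control wells and blank wells on each plate.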
An asterisk follows results filed as active; · = no result given; & = joins results of further samples; [ ] = dose if it differs, or a comment. Not all compounds are listed, so the mix of outcomes need not match the whole.

SMILES	EP2 antag	Hck-Nef inh	zVAD death inh	EP2 mod	Calpain2 inh	14-3-3 Bad PPI	eIF4E 4G PPI	Tb hexokinase	Rad51 HR inh
CCCCN(C(=O)c1cc(=O)[nH]c2ccccc12)c1c(N)n(CCC)c(=O)[nH]c1=O	9	13	0.3	5	-18	-9	-2	-16	·
CCN(CC)C(=O)/C(NC(=O)c1ccccc1)=C(/Sc1ncccn1)c1ccccc1	6	6	0.0	-6	20	-24[fluorescence artefact?]	-2	-9	-6
CCCCCCNC(=O)CCCCCNS(=O)(=O)c1ccc(OC)cc1	5	3	·	14	10	0	1	-2	·
CCSc1nnc(NC(=O)c2csc3c2CCCC3)s1	7	-5	-0.1	5	-24	2	1	-6	-3
CC(=O)c1c(C)[nH]c(C(=O)Nc2ccc3c(c2)OCCO3)c1C	17	2	-0.4	-3	7	-10[fluorescence artefact?]	1	-5	-1
Cc1cc(C)n(C(=O)c2ccc(Cl)c(F)c2F)n1	7	18	11	33	-2	-5	0	3	23
CC(NC(N)=O)C12CC3CC(CC(C3)C1)C2 (stereo not given)	5	-1	0.1	-8	-11	5	4	-6	1
O=C(CCN1C(=O)C2CCCCC2C1=O)Nc1nc(-c2ccc(F)c(F)c2)cs1 (stereo not given)	9	24	7.0	-61	8	-4	1	-3	-1
Nc1nc2ccccc2n1CCOc1ccccc1Cl	14	-1	1.4	4	-8	9	2	11	-11
N#C/C(=C/c1ccc(N2CCCCCC2)o1)c1ccc(Cl)cc1	8	-26	1.1	4	8	-3	-6	11	-362
CCN(C(=S)Nc1cc(S(=O)(=O)N2CCOCC2)ccc1Cl)c1cccc2ccccc12	6	7	-0.3	42	-110	-13	-2	-3	-4
CNC(=O)C1CC(=O)N(Cc2ccc(OC)c(OC)c2)C(=Nc2ccc(OC)cc2)S1 (stereo not given)	15	0	-0.2	-23	-4	18	1	-9	-1
CC(C)C(c1nnnn1Cc1ccc2c(c1)OCO2)N1CCN(c2ccccc2)CC1 (stereo not given)	15	2	-0.3	29	2	-1	1	-1	9
Cc1nnc(-c2cccc(C(F)(F)F)c2)nc1N1CCOCC1	5	14	0.0	-11	12	-2	0	-6	7
Cc1cccc(NC(=O)C2C(c3ccccc3)C2(Cl)Cl)c1 (stereo not given)	14	18	8.8	-55	5	-11	1	4	2
CC(=O)Oc1c(C(=O)c2nnc(C)o2)c(=O)n(Cc2ccccc2)c2ccccc12	10	6	0.5	11	38	8[fluorescence artefact?]	6	18	-1
CCOc1cc(CN2CCSCC2)ccc1O	7	-5	-0.7	-16	-34	74*	1[fluorescence artefact?]	-5	-8
CN(C)/C=C(\C#N)C(=O)N/N=C/c1ccc(Cl)cc1	6	17	-0.7	-25	43	2	0	-19	2
CCCS(=O)(=O)N1CCCC(C(=O)NCC(OC)OC)C1 (stereo not given)	10	-11	3.6	-24	15	-4	2	-1	-3
Cc1ccc(-c2nc(CSCC(=O)NCCCN3CCOCC3)c(C)o2)cc1	2	0	-0.1	-9	-8	-6[fluorescence artefact?]	7[fluorescence artefact?]	2	0

14-3-3 Bad PPI, hit marks shown above.
SMILES,Hck-Nef inh,EP2 mod,Calpain2 inh,14-3-3 Bad PPI,eIF4E 4G PPI,Tb hexokinase,Rad51 HR inh
CCOc1cc(CN2CCSCC2)ccc1O,-5,-16,-34,74*,1[fluorescence artefact?],-5,-8

The results go on.
SMILES	EP2 antag	Hck-Nef inh	zVAD death inh	EP2 mod	Calpain2 inh	14-3-3 Bad PPI	eIF4E 4G PPI	Tb hexokinase	Rad51 HR inh
Cc1nnc(SCC(=O)N2CCN(S(=O)(=O)c3ccccc3)CC2)[nH]c1=O	-1	0	-0.1	22	-8	-11[fluorescence artefact?]	4[fluorescence artefact?]	2	-2
C=CCOc1ccccc1/C=c1\sc2nc(=O)c(C)nn2c1=O	4	7	-0.3	19	-3	-6	4	2	-7
COC(=O)C1CCN(C(=O)Cc2ccc(OC)c(OC)c2)CC1	4	0	0.2	16	-11	7	2	3	4
Cc1nc2ccccc2c2oc(C(=O)NCC3COc4ccccc4O3)cc12 (stereo not given)	7	6	0.1	-76	-103	5	0	-9	3
CCC(C)NCCOc1cc(C)cc(C)c1C (stereo not given)	17	-17	0.3	8	8	35	2	10	-3
O=C(Nc1ccc(F)cc1)c1ccc(COc2ccccc2)cc1	5	4	1.7	-7	-10	4	3	1	3
O=C1CC(C(=O)N2CCOCC2)C2(CCCCC2)O1 (stereo not given)	6	-1	0.4	21	-5	8[fluorescence artefact?]	3[fluorescence artefact?]	-6	-6
COc1ccc(Cn2c(=O)c3[nH]cnc3n(-c3ccc(C)cc3)c2=O)cc1	7	13	0.9	-36	34	0	-7	-6	-14
Cn1c(CSCc2ccc(Cl)c(Cl)c2)nnc1SCC(=O)Nc1nccs1	16	13	2.0	-23	-8	4[fluorescence artefact?]	3[fluorescence artefact?]	6	-3
COC(=O)C1=C(C)NC2=C(C(=O)CCC2)C1c1cn(Cc2ccc(Cl)cc2Cl)nc1-c1ccccc1 (stereo not given)	11	26	-0.3	32	-223	-3	0	-2	12
COC(=O)c1c(=O)n(O)c2ccc(OC)cc2[n+]1[O-]	9	1	-0.2	19	-37	9	1	-2	-45
CCn1c(CSc2nc3ccccc3[nH]2)n[nH]c1=S	1	-1	1.8	-6	-23	-11[fluorescence artefact?]	-10[fluorescence artefact?]	0	3
CCN(CC)C(=O)c1ccc(COc2ccccc2Cl)cc1	14	1	1.2	-8	0	2	6	-2	-2
COc1ccc(C(=O)C2CCCN(C(=O)c3noc4c3CCCC4)C2)cc1F (stereo not given)	6	3	-0.5	-38	6	2	3	-4	·
Clc1ccccc1-c1nnc(-c2ccccc2Cl)o1	21	-12	0.6	44	7	4	0	8	-10
Nc1nonc1NN=C1CCCCC1	6	2	0.9	-11	23	2	-2	1	·
CCn1c(OC)nc2c1c(=O)n(C)c(=O)n2C	12&8	20	1.1	2&22	-17	-12	7	-5	-8
c1ccc(-c2nnc3sc(CN4CCC5(CC4)OCCO5)cn23)cc1	9	-4	4.5	16	-22	-9[fluorescence artefact?]	-6[fluorescence artefact?]	-4	-2
CCCCCc1nnc(NC(=O)CS(=O)(=O)Cc2ccccc2)s1	8	-1	0.1	23	-11	-1	2	12	-2
O=C(NCCCN1CCOCC1)c1ccc(-c2ccc(Cl)cc2)o1	3	23	-0.2	-45	-44	-3	2	-1	·
O=C(NCc1ccco1)C(Cc1ccccc1)N1C(=O)c2ccccc2C1=O (stereo not given)	13	6	1.0	15	19	0	3	16	·
Cc1ccc(Cn2nc(-c3ccccc3)nc2-c2ccccc2)cc1	·	0	-0.2	22	-24	8	1	-2	·
CCOc1ccccc1NC(=O)Nc1ccccn1	2	10	79*	-17	14	-1	-1	-2	3
CCCNC(=O)c1nc(C)n(-c2ccc([N+](=O)[O-])cc2)n1	4	-6	2.6	39	-2	0	3	-4	2
COc1ccc(S(=O)(=O)N2CCCCC2)cc1Br	5	5	0.3	10	8	-3	-1	4	3
CC(Sc1nc2ccccc2s1)C(=O)Nc1ccc2c(c1)OCO2 (stereo not given)	10	4	0.5	-58	-13	-11[fluorescence artefact?]	-1	16	5
O=C(CN(Cc1ccccc1F)S(=O)(=O)c1ccc(Cl)cc1)NCCC1=CCCCC1	6	-1	-0.4	35	-2	-6	-5[fluorescence artefact?]	-3	-10
CCOC(=O)c1c(NC(=O)CCN2CCOCC2)sc(C)c1-c1ccccc1	7	-7	-0.3	59	-7	6	3	-12	·
CSc1nc(=S)c2[nH]c(=S)[nH]c2[nH]1	45*	-152	0.5	24	15	16	19	-13	0
COCCn1c(=O)[nH]c2cc(C(=O)NCCc3ccc(S(N)(=O)=O)cc3)ccc2c1=O	5	21	2.8	29	-47	3	2	-4	3
O=C(C=C1CCN(c2ncc(C(F)(F)F)cc2Cl)CC1)NNC(=O)Nc1ccc(Cl)cc1	2	0	-0.1	22	9	2	2	-5	-1
O=C(Nc1cccc([N+](=O)[O-])c1)c1ccc(-c2ccccc2)cc1	7	2	0.0	-30	-10	-13	-1	-2	·
Cc1ccc(CSc2nnc(-c3ccc(S(=O)(=O)N4CCCC4)cc3)o2)cc1	4	2	-0.1	-24	10	19[fluorescence artefact?]	-10	-4	-6
O=C(OCn1nnc2ccccc2c1=O)c1cccs1	8	0	3.5	8	-25	3	-3	-9	-7
O=C(Nc1nnc(COc2ccc(Cl)cc2)s1)c1ccc([N+](=O)[O-])cc1	18	21	0.1	-3	-10	19	-4	6	-7
O=C(NCCCN1CCCC1=O)c1ccccc1NS(=O)(=O)c1ccc(F)cc1	8	1	-0.4	17	-55	8[fluorescence artefact?]	-13	19	-7
CCOc1cc(CNCCc2ccc(S(N)(=O)=O)cc2)ccc1OCC(=O)NC1CCCCC1	11	14	-1.3	-1	-6	-14	-3	13	-4
O=C(COC(=O)/C(=C/c1cccs1)c1cccs1)NCc1ccccc1Cl	5	2	·	27	7	-2	3	-6	19
O=C(c1cc(N2C(=O)C3C4CCC(C4)C3C2=O)ccc1Cl)N1CCN(c2ccccc2F)CC1 (stereo not given)	2	1	-0.2	2	-4	-13	2	24	-5
Cc1cccc(Nc2n[nH]c(C)c2[N+](=O)[O-])c1	8&12	3	0.4	-75&-38	4	-9[fluorescence artefact?]	0[fluorescence artefact?]	17	·
CN(C)/C=C(\C#N)c1nc2ccccc2[nH]1	19	1	-0.2	-10	-3	-3	-4	-39	-7
CCn1c(SCc2ccccc2)nnc1-c1cccs1	4	2	0.0	22	5	5	0	3	-3
COc1ccc(CCNC(=O)C2CCN(S(=O)(=O)c3cccs3)CC2)cc1OC	6	2	-0.4	-10	-5	-9	-1	4	18
CCOC(=O)c1[nH]c2ccccc2c1NC(=O)c1ccc(Br)o1	10	15	-0.3	4	21	-9	3	-1	-3
O=C(c1ccc(-c2nnc(Nc3ccccc3)c3ccccc23)cc1)N1C[C@H]2C[C@H](C1)c1cccc(=O)n1C2	12	1	12	18	5	-6	-10	-30	15
CC(C)(C)c1oc(C(=O)O)cc1CN1CCOCC1	3	21	-0.4	0	-10	13	-6	-10	-1
COc1ccc(OC)c(-n2nnnc2SCC(=O)O)c1	6	-2	0.6	15	32	15	5	-6	0
CCOc1ccc(NS(=O)(=O)c2ccc3[nH]cc(C(=O)N(CC)CC)c(=O)c3c2)cc1	·	0	5.7	-6	13	·	·	-18	·
Cc1ccc(OCC(=O)N2CCN(c3nnc(-c4ccccc4)c4ccccc34)CC2)cc1	7	1	-0.9	27	12	-7	-3	1	2
O=C(NCc1ccco1)c1csc(Nc2ccccc2Cl)n1	7	1	2.3	-14	-33	5	4	4	6
CC1Cc2ccccc2N1C(=O)CSc1nncn1C (stereo not given)	5	18	1.8	21	-13	-20	1	-2	-3

One compound at a time (already shown). Order of values: EP2 antag	Hck-Nef inh	zVAD death inh	EP2 mod	Calpain2 inh	14-3-3 Bad PPI	eIF4E 4G PPI	Tb hexokinase	Rad51 HR inh
Entry for CC1Cc2ccccc2N1C(=O)CSc1nncn1C (stereo not given) : 5	18	1.8	21	-13	-20	1	-2	-3
Entry for CCOc1ccc(NS(=O)(=O)c2ccc3[nH]cc(C(=O)N(CC)CC)c(=O)c3c2)cc1 : ·	0	5.7	-6	13	·	·	-18	·
Entry for CN(C)/C=C(\C#N)c1nc2ccccc2[nH]1 : 19	1	-0.2	-10	-3	-3	-4	-39	-7
Entry for CC(C)(C)c1oc(C(=O)O)cc1CN1CCOCC1 : 3	21	-0.4	0	-10	13	-6	-10	-1

A few values from the list:
Calpain2 inh, `O=C(c1ccc(-c2nnc(Nc3ccccc3)c3ccccc23)cc1)N1C[C@H]2C[C@H](C1)c1cccc(=O)n1C2` : 5
eIF4E 4G PPI, `CCOC(=O)c1[nH]c2ccccc2c1NC(=O)c1ccc(Br)o1` : 3
